# CSN deneddyl inh – inhibitors of CSN-mediated cullin deneddylation, primary screen, biochemical, fluorescence polarization, uHTS; hit rate 0.38% among 360,000; AID 651999, 2013; Purified CSN, SCF-Nedd8-OG deneddylation; COP9 signalosome complex subunit 5 (Homo sapiens), Q92905; inhibition, % at 12.5 µM;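 active means pattern-corrected inhibition above about 35%, with an unprinted fluorescence ratio check between 0.5 and 1.5, limit read from the data, passing the limit was not always enough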;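 further: 0% = enzyme with substrate and 100% = substrate without enzyme; some results filed as inactive read as strong as hits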
# Target sequence (Q92905 whole entry, looked up, one chain of several): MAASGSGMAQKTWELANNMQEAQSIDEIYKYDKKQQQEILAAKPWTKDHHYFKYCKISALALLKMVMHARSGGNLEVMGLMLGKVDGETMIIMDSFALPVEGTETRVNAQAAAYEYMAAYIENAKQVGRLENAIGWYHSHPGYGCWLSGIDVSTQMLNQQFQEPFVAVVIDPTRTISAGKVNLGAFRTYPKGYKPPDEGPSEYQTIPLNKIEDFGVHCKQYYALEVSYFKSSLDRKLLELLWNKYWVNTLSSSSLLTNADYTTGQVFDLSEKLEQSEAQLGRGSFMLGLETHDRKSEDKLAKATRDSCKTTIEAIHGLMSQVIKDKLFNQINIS
#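 Assay system: purified human Csn5 enzyme expressed in HEK293T cells; measure: % inhibition; also added: SCFSkp2-Nedd8OG substrate at 10 nM final; technique: fluorescence polarization; times: reaction 90 min, room temperature; medium: Tris buffer pH 7.5, NaCl, DTT, Tween-20, trehalose, ovalbumin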
# STEP block – STEP phosphatase inhibitors, primary screen, biochemical, fluorescence intensity, uHTS. recombinant STEP, OMFP fluorogenic substrate. hit rate 0.25% among 360,000. inhibition, % at 20 µM;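 active means inhibition at 20 µM, scaled per plate between control wells, above about 37%, limit read from the data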;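 further: 0% = DMSO with enzyme and substrate and 100% = substrate only without enzyme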
#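 Material: STEP (striatal-enriched tyrosine phosphatase) enzyme, cell-free | Medium: 50 mM Bis-Tris pH 6.0 with 2.5 mM DTT and 0.005% Tween 20 | Read-out: Percent inhibition scaled to no-enzyme and uninhibited-enzyme controls, plate-pattern corrected | Signal: Fluorescence read at 480 nm ex / 540 nm em | Times: 20 min reaction, room temperature, in the dark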
# NadD inh – inhibitors of S. aureus NadD, primary screen, biochemical, colorimetric, uHTS; inhibition, % at 20 µM; AID 602399, 2012; purified NadD enzyme, colorimetric absorbance read-out; hit rate 0.78% among 360,000; Nicotinate-nucleotide adenylyltransferase NadD (Staphylococcus aureus N315); in the data active means inhibition above about 26%; further: some compounds past the cut are filed as inactive
# LMPTP inh – LMPTP phosphatase inhibitors, primary screen, biochemical, fluorescence intensity, uHTS. Low molecular weight phosphotyrosine protein phosphatase (Homo sapiens), P24666. recombinant LMPTP-A, OMFP fluorogenic substrate. inhibition, % at 20 µM. hit rate 0.22% among 360,000;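 active means compounds that cut the enzyme signal by at least half of the control window in the single-dose screen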;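 further: plate controls were DMSO wells with enzyme plus substrate for no effect and substrate without enzyme for full effect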
# Target sequence (P24666 whole entry, looked up): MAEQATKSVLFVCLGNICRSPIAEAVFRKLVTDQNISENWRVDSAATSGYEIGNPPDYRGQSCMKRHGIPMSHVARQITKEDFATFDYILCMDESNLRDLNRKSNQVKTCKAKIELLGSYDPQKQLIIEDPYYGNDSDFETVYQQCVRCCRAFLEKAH
#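 Test system: LMPTP-A, protein tyrosine phosphatase of low molecular weight; Input: 0.625 nM enzyme; Incubation: 50 min dark incubation at room temperature; Signal: endpoint fluorescence intensity from OMFP dephosphorylation; Read-out basis: % inhibition versus control wells.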
# MsrA inh – bovine MsrA enzyme inhibitors, primary screen, biochemical, absorbance, HTS; Methionine sulfoxide reductase A (Bos taurus); purified bovine MsrA, absorbance read-out; AID 651718, 2012; hit rate 0.75% among 360,000; inhibition, % at 15.5 µM; in the data active means inhibition above about 4.5%;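 further: 0% = vehicle wells with enzyme and 100% = reference inhibitor wells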
# Rpn11 block – Rpn11 (PSMD14) deubiquitinase inhibitors, primary screen, biochemical, fluorescence polarization, uHTS. AID 588493, 2011. human 26S proteasome, Ub4-pepOG fluorescence polarization; 20S core pre-blocked with epoxomicin. calls only at 20 µM. 26S proteasome non-ATPase regulatory subunit 14 (Homo sapiens), O00487. hit rate 0.59% among 360,000;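 active means inhibition at 20 µM, scaled to each plate's controls, above about 33%, limit read from the data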
# TbMetRS inhib – T. brucei MetRS inhibitors, primary screen, biochemical, luminescence; methionyl-tRNA synthetase (Trypanosoma brucei brucei); purified T. brucei MetRS, ATP depletion, Kinase-Glo luminescence; inhibition, % at 11.9 µM; hit rate 0.4% among 360,000; AID 624268, 2012;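 active means inhibition above a per-plate cutoff of the control wells' mean inhibition plus 3 SD, cut at about 5.5% in these data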;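 further: 0% = DMSO wells median and 100% = median of wells with control inhibitor compound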
#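 Test system – parasite MetRS enzyme · Reagent – substrates ATP, L-methionine and bulk Escherichia coli tRNA · Doses – 11.9 µM compound single dose, 0.9% DMSO · Times – 15 min enzyme-compound preincubation, 2 h reaction, 10 min detection, 25 °C · Signal – Kinase-Glo luminescence, ATP depletion format · Controls – DMSO-only wells as low control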
# SUMO1 PPI mod – modulators of SUMO1 protein-protein interactions, primary screen, biochemical, uHTS; Small ubiquitin-related modifier 1 (Homo sapiens), P63165; AID 602429, 2012; SUMO1 binding to a labelled peptide, TR-FRET, 1 h; inhibition, % at 20 µM; hit rate 0.33% among 360,000; in the data active means inhibition above about 37%
# Target sequence (P63165 whole entry, looked up): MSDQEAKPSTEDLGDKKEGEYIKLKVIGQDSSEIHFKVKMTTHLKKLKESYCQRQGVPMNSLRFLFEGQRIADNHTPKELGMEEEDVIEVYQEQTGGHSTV
# Scp1 inh – Scp-1 phosphatase inhibitors, primary screen, biochemical, colorimetric, uHTS | Carboxy-terminal domain RNA polymerase II polypeptide A small phosphatase 1 (Homo … | Recombinant Scp1, phosphopeptide, malachite green phosphate absorbance | inhibition, % at 20 µM | hit rate 0.88% among 340,000 | AID 493091, 2011;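 active means inhibition above about 50% at 20 µM, limit read from the data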;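 further: plate controls were DMSO wells with enzyme for no effect and wells lacking enzyme for full effect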
# Target sequence (Q9GZU7 76-261 limits assumed): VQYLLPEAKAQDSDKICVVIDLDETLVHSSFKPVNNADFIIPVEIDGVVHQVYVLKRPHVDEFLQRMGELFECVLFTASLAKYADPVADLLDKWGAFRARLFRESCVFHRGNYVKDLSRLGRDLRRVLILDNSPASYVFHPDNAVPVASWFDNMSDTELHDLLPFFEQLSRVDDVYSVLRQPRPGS
#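 assay system = SCP-1 phosphatase catalytic domain, residues 76-261 | buffer or medium = 50 mM Tris acetate pH 5.5, 0.005% Tween-20, 10 mM MgCl2 | incubation = enzyme reaction 45 min at room temperature, colour 5 min, stabilisation 30 min | signal = Phosphate-binding colour reagent, absorbance read at 630 nm | measure = % inhibition at 20 µM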
# DNMT1 block – human DNMT1 methyltransferase inhibitors, primary screen, biochemical, molecular beacon, fluorescence, HinP1I cleavage, uHTS; DNA (cytosine-5)-methyltransferase 1 (Homo sapiens), P26358; inhibition (reported as % activation of signal), % at 10 µM; AID 588458, 2011; hit rate 0.83% among 360,000; in the data active means inhibition above about 50%
# Numbers without * were called inactive; i = inactive; nt = not tested or not shown.
# The opening eight records, to show the layout:
CSN deneddyl inh	STEP block	NadD inh	LMPTP inh	MsrA inh	Rpn11 block	TbMetRS inhib	SUMO1 PPI mod	Scp1 inh	canonical_smiles	DNMT1 block
-1	2	0	-2.6	0.8	i	-1.2	1	-4	O=C(CN1CCN(Cc2ccccc2)CC1)N1CCCc2ccccc21	-1
5	-2	3	0.4	-0.9	i	0.0	-11	0	CCOC(=O)N1CCN(C(=O)CNC(=O)c2nn(-c3ccc(OC)c(OC)c3)c(=O)c3ccccc23)CC1	-1
2	5	12	7.3	-0.8	i	-0.2	4	2	COc1ccc(/C=C/c2ccccc2)cc1[C@H]1[C@H]2C=CC[C@@H](C)[C@@H]2C(=O)N1Cc1ccccc1	3
-2	-3	-5	-1.0	-0.4	i	0.0	8	6	O=C(O)CSc1nc2ccc(Cl)cc2[nH]1	1
1	nt	nt	3.7	0.0	nt	-0.1	-12	nt	Cc1cccc(C)c1NC(=O)C(c1ccncc1)n1c(=O)c(-c2cc3ccccc3[nH]2)nc2ccccc21 (centres undefined)	nt
-3	-4	-3	1.4	1.0	i	-0.9	-6	0	COc1ccc(/C=N/NC(=O)CNC(=O)COc2ccccc2)cc1	0
1	3	4	-2.7	0.4	i	0.1	7	-3	Cc1nnc(SCCN2CCOCC2)n1-c1cccc(Cl)c1	4
4	-5	0	-1.0	1.0	i	-0.8	1	-4	O=C(Nc1ccon1)c1ccccc1F	0

# The whole of this part, previewed entries included:
CSN deneddyl inh	STEP block	NadD inh	LMPTP inh	MsrA inh	Rpn11 block	TbMetRS inhib	SUMO1 PPI mod	Scp1 inh	canonical_smiles	DNMT1 block
-1	2	0	-2.6	0.8	i	-1.2	1	-4	O=C(CN1CCN(Cc2ccccc2)CC1)N1CCCc2ccccc21	-1
5	-2	3	0.4	-0.9	i	0.0	-11	0	CCOC(=O)N1CCN(C(=O)CNC(=O)c2nn(-c3ccc(OC)c(OC)c3)c(=O)c3ccccc23)CC1	-1
2	5	12	7.3	-0.8	i	-0.2	4	2	COc1ccc(/C=C/c2ccccc2)cc1[C@H]1[C@H]2C=CC[C@@H](C)[C@@H]2C(=O)N1Cc1ccccc1	3
-2	-3	-5	-1.0	-0.4	i	0.0	8	6	O=C(O)CSc1nc2ccc(Cl)cc2[nH]1	1
1	nt	nt	3.7	0.0	nt	-0.1	-12	nt	Cc1cccc(C)c1NC(=O)C(c1ccncc1)n1c(=O)c(-c2cc3ccccc3[nH]2)nc2ccccc21 (centres undefined)	nt
-3	-4	-3	1.4	1.0	i	-0.9	-6	0	COc1ccc(/C=N/NC(=O)CNC(=O)COc2ccccc2)cc1	0
1	3	4	-2.7	0.4	i	0.1	7	-3	Cc1nnc(SCCN2CCOCC2)n1-c1cccc(Cl)c1	4
4	-5	0	-1.0	1.0	i	-0.8	1	-4	O=C(Nc1ccon1)c1ccccc1F	0
-1	2	4	1.1	nt	i	-1.1	3	-2	O=S(=O)(NC1CCCC1)c1cccc(-c2nnc(-c3ccccc3)o2)c1	-5
3	3	5	-0.5	0.4	i	-1.5	-6	-8	COc1ccc(NC(=O)C2=C(C)Nc3ncnn3C2c2ccccc2C(F)(F)F)c(OC)c1 (centres undefined)	-8
-4	0	-5	1.7	nt	i	-0.2	-2	nt	CC(=O)c1cccc(NC(=O)C2Cc3c(-c4ccc(Cl)cc4)ccnc3O2)c1 (centres undefined)	1
5	-1	7	2.6	1.2	i	0.8	-5	-6	CCn1cnc2cc(NCc3nc4ccccc4n3Cc3ccccc3)ccc21	-8
3	-3	-5	0.4	0.1	i	-0.6	-1	2	N#Cc1ccc(COC(=O)C2CCC(=O)N2)cc1 (centres undefined)	2
-4	2	-2	1.2	1.2	i	-0.1	-5	nt	CC1CCCCC1NC(=O)CCn1c(=S)[nH]c2ccccc2c1=O (centres undefined)	8
-3	-2	-9	0.7	0.5	i	-0.4	-1	-4	Cc1ccc(S(=O)(=O)N(C)c2ccc(OCC(=O)NCC3(N(C)C)CCCCC3)cc2)cc1	4
-1	3	14	3.8	-0.7	i	-0.9	4	-3	COc1cccc(-c2nnc(SCC(=O)NCc3ccc4c(c3)OCO4)n2Cc2ccco2)c1	-2
0	2	4	-1.7	0.0	i	-0.6	-2	-9	COc1ccc(S(=O)(=O)N2CCCC(C(=O)NC3CCCC3)C2)cc1OC (centres undefined)	-1
5	-3	9	1.8	7.4*	i	0.1	-1	3	Cc1cccc(C)c1-n1cccc1/C=C1/C(=N)N2C(=NC1=O)SN=C2S(C)(=O)=O	-4
4	1	-2	-1.0	-0.4	i	-1.2	0	5	COC(=O)C1(C)NC(c2cccs2)C2C(=O)N(c3ccc(F)cc3)C(=O)C21 (centres undefined)	0
7	1	-3	-1.1	1.2	i	-0.2	4	-1	CCOC(=O)c1cc(C(=O)NC(C)c2ccccc2)c(=O)[nH]c1C (centres undefined)	-3
-1	-1	-3	-0.5	-0.3	i	-0.3	3	3	N#Cc1cn(Cc2ccco2)c(=O)[nH]c1=O	7
0	-3	-3	-0.1	3.1	i	-0.2	-33	-1	O=c1[nH]cnc2ccc([N+](=O)[O-])cc12	0
-2	-4	-8	-3.8	-0.1	i	-0.2	0	-5	O=C1NC(=O)C2(N1)c1ccccc1-c1ccccc12	5
-3	0	3	0.5	2.1	i	0.2	-3	-5	CCc1ccc2c(COC(=O)C3CC(=O)N(CCc4ccccc4)C3)cc(=O)oc2c1 (centres undefined)	-1
0	0	-3	1.4	-1.2	i	0.5	4	6	CCOC(=O)c1cnn(-c2ccccc2)c1-c1ccccc1	-3
-4	0	0	1.1	0.7	i	-0.6	-3	12	Cn1cc(CCNC(=O)CC2C(=O)NCCN2CC(c2ccccc2)c2ccccc2)cn1 (centres undefined)	-10
9	0	2	-2.8	0.4	i	0.2	1	-7	Cc1c(NC(=O)/C(C#N)=C/C2CC=CCC2)c(=O)n(-c2ccccc2)n1C (centres undefined)	0
0	0	-5	-1.0	-0.2	i	-0.2	0	-4	CCC(C)(C)n1nnnc1C(c1ccc(F)cc1)N1CCN(C(=O)c2ccco2)CC1 (centres undefined)	1
2	-4	-9	4.8	-0.1	i	0.4	-1	-16	O=C(OC(c1ccc(NS(=O)(=O)c2ccccc2)cc1)(C(F)(F)F)C(F)(F)F)c1ccccc1	9
-7	4	3	-0.4	0.1	i	-0.1	8	-8	COc1ccc(-c2n[nH]c3c2C(c2ccc(OC)c(OC)c2)N(c2ccccc2)C3=O)cc1 (centres undefined)	-6
-1	-4	-1	-0.7	0.0	i	-1.1	-5	-3	O=C(c1ccccc1)N1CC(COc2ccccc2)OC(c2ccco2)O1 (centres undefined)	-4
-3	4	-5	-1.8	0.0	i	-0.5	-2	-4	NS(=O)(=O)c1ccc(NC(=S)NC2CCCC2)cc1	6
-2	-1	8	2.1	-0.1	i	0.5	-1	-3	Cc1cccc(NC(=O)CSc2nsc(SCC(=O)Nc3cccc(C)c3)c2C#N)c1	-9
-3	-3	-3	1.4	-0.8	i	-0.3	1	2	Cc1ccc(NC(=O)Cc2ccc(-n3cccc3)cc2)c(C)c1	21
9	2	48*	2.1	1.4	i	-0.7	0	53*	Cc1ccc(/C=C/C(=O)Nc2ccc([N+](=O)[O-])c(NC(=O)/C=C/c3ccc(C)o3)c2)o1	86*
110*	0	-8	1.2	0.5	i	-0.4	-9	-5	Cc1ccc(N(C(=O)c2snc(C(N)=O)c2N)C(CC(C)C)C(=O)NC2CCCC2)cc1 (centres undefined)	6
0	2	-2	0.0	-0.6	i	0.9	-5	-7	COc1ccc(N(C(=O)CNC(=O)c2ccco2)C(C(=O)NC2CCCC2)c2ccco2)cc1 (centres undefined)	2
4	2	1	0.4	-0.7	i	-0.1	-27	-16	Cc1noc(C)c1COC(=O)c1ccc2c(c1)S(=O)(=O)c1ccccc1C2=O	-4
-1	3	2	1.4	0.5	i	-0.6	12	-5	CCOc1ccccc1C(=O)OCC(=O)Nc1ncc(C(F)(F)F)cc1Cl	1
3	-4	-2	4.6	1.2	i	-0.2	4	-14	COc1ccc(Oc2ccc(/C=C/C(=O)c3ccc(O)cc3)cc2[N+](=O)[O-])cc1	-2
0	0	-2	-1.0	-1.2	i	-0.3	3	-2	CNc1cc(=O)n(C)c(=O)n1-c1ccccc1	2
1	4	-2	2.4	0.1	i	-0.6	0	-6	COc1ccc(-c2csc(N(CCCN(C)C)C(=O)c3ccc(C(C)(C)C)cc3)n2)cc1	-4
-3	0	1	1.0	1.4	i	0.0	1	-6	C=CCn1c(SCC(=O)Nc2nnc(C)s2)nnc1-c1cccnc1	0
3	-1	-3	0.2	-1.0	i	-0.5	6	-8	Cc1cccc(C(=O)N[C@H](C(=O)OCC(=O)NC(=O)c2cccn2C)C(C)C)c1	-11
-9	1	3	0.4	0.9	i	-1.6	0	3	CC(NC(=O)C(Cc1ccccc1)N1C(=O)C2C3CCC(C3)C2C1=O)c1ccccc1 (centres undefined)	-4
-2	-2	-3	-1.1	0.0	i	0.0	9	-3	Cc1ccccc1Cn1c(=O)n(C)c(=O)c2sccc21	3

# Screens (PubChem)

# Compounds were not picked by outcome. Share with any hit: about 3.9%.
